Ecoli viability = reduces bacterial viability in AddAB counter-screen | inhibition, % at 11.9 µM | 0.27% of 330,000 active | E. coli V3065 growth, OD600 absorbance, 18 h;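 active = inhibition above the campaign's mean inhibition across all tested compounds plus 3 SD, cut at about 9.9% in these data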;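 note: uninfected addAB+ strain grown without phage in ampicillin broth; 0% = DMSO wells and 100% = ciprofloxacin 0.95 µg/ml wells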
OPRM1-OPRD1 ag = OPRM1-OPRD1 heterodimerization agonism; P35372+P41143; 0.3% of 340,000 active; activation, % at 9.3 µM; cells, luminescence; in the data active = activation above about 18%;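 note: 0% = vehicle-treated cells and 100% = reference agonist; values of inactives mirror those of a sister screen read the other way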
Target sequence (P35372 whole entry, looked up): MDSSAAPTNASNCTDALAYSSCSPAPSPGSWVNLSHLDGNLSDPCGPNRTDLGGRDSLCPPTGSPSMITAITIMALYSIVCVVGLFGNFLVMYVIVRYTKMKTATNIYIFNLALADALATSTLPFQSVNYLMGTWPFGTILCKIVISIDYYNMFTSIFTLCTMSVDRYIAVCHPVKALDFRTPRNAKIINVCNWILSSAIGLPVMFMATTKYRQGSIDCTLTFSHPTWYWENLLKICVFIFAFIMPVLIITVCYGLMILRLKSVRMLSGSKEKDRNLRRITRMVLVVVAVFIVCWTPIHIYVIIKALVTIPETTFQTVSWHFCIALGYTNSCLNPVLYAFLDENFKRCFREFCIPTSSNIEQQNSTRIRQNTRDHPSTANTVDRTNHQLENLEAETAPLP
Target sequence (P41143 whole entry, looked up): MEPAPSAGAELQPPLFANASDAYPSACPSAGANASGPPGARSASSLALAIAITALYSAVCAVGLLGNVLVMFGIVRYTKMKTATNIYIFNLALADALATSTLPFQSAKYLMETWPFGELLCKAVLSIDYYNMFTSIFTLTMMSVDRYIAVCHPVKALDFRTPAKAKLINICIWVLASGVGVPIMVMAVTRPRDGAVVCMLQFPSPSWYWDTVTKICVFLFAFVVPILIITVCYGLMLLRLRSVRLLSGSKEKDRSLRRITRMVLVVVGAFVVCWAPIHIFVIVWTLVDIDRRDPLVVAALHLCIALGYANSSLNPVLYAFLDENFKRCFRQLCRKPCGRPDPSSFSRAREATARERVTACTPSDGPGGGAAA
HTR5A ag = activates human HTR5A in OPRM1-OPRD1 agonist counter-screen; P47898; AID 504692; activation, % at 9.3 µM; HTR5A agonist assay, luminescence, cell-based; 0.61% of 340,000 active; in the data active = activation mostly above about 9.5%, no sharp cut-off; inactive = mostly below about 7.6%;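 note: 0% = cells with vehicle only and 100% = reference agonist; strong numbers were not always called active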
phage Ecoli inh = E. coli growth loss with phage present. growth absorbance. inhibition, % at 11.9 µM. 0.26% of 360,000 active. AID 651602; in the data active = inhibition above about 11%
Pemphigus Ab inh = human desmoglein-3 autoantibody binding inhibition | DSG3-coupled beads, scFv-anti-DSG3-GFP binding, flow cytometry; hits give low values | P32926 | binding (percent of control), % at 10 µM | 0.48% of 310,000 active;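 active = binding more than 3 SD below its plate's average and above zero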;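 note: hits lower antibody fragment binding to DSG3; some compounds called inactive have numbers as strong as hits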
Mot1-301 SUMO = blocks SUMOylation pathway, rescuing yeast Mot1-301 growth | S. cerevisiae Mot1-301 growth rescue, ATP luminescence, 38.5C; percent above DMSO median, 100 means doubled | growth rescue, % at 18.8 µM | 1% of 320,000 active | AID 2716;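 active = every valid replicate shows activation above 250% relative to neutral control wells; inactive = the rest, any valid replicate at or below 250%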;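 note: OY570 slx delta 5 strain wells were the positive control but not used for scaling; some compounds called inactive have numbers as strong as hits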
PKA-R1A activ = activates the PKA-R1A holoenzyme complex; PKA-R1A dissociation, Cy5-IP20 fluorescence polarization; scaled: DMSO 0%, 113 µM cGMP 100%; activation, % at 11.4 µM; 0.083% of 340,000 active; AID 504707;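 active = percent activation above the mean of all tested compounds plus 3 SD, cut at about 19% in these data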;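 note: higher means more PKAc released from R1A so a rise in polarization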
OPRM1-OPRD1 inv = inverse agonist of human OPRM1-OPRD1 heterodimerization; inhibition, % at 9.3 µM; cell-based MOR-DOR heterodimer luminescence, inverse agonism; 0.21% of 340,000 active; AID 504357; P35372+P41143; in the data active = inhibition above about 22%, passing the limit was not always enough;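 note: 0% = cells with DMSO and 100% = wells without cells with DMSO; values of inactives mirror those of a sister screen read the other way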
PfHsp90 yeast 2 = growth inhibition of yeast expressing Plasmodium Hsp90. 0.32% of 310,000 active. AID 504621. S. cerevisiae expressing PfHsp90, BacTiter-Glo ATP, 48 h; yeast lacking PDR1 and PDR3 efflux regulators. inhibition, % at 9.4 µM;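 active = every replicate shows inhibition above about 80%, whatever the replicate mean, limit read from the data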;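 note: 0% = DMSO neutral controls and 100% = 20 µM radicicol positive controls; yeast relying on Plasmodium falciparum Hsp90 in place of its own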
AddAB inh = less growth of phage-infected E. coli with AddAB; E. coli expressing H. pylori AddAB, absorbance growth; inhibition, % at 11.9 µM; 0.29% of 330,000 active; in the data active = inhibition above about 12%;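 note: 0% = vehicle wells of infected cells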
HTR5A inv ag = counter-screen for OPRM1-OPRD1 inverse agonists: human HTR5A inverse agonism; inhibition, % at 9.3 µM; 0.083% of 340,000 active; HTR5A cell line, luminescence; in the data active = inhibition mostly above about 23%, no sharp cut-off; inactive = mostly below about 18%;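 note: 0% = cells with DMSO and 100% = no-cell wells with DMSO; some compounds called inactive have numbers as strong as hits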
* marks the source's active call; other numbers are inactive results. Rows were taken by chance. Share with any hit: about 3.2%.

What do the screens show for `c1ccc(CNc2nc(-c3cccnc3)nc3ccccc23)cc1`?
OPRM1-OPRD1 ag: -1.1; HTR5A ag: -4; phage Ecoli inh: 2.9; Pemphigus Ab inh: 100; Mot1-301 SUMO: -13; PKA-R1A activ: 1; OPRM1-OPRD1 inv: 5; PfHsp90 yeast 2: -1; HTR5A inv ag: 15

Results for Cc1ccc(CNC(=O)c2cc(-c3ccccc3C)n(CC3CC(c4cccc([N+](=O)[O-])c4)=NO3)n2)cc1 (stereo not given) ?
Ecoli viability: 3.6; OPRM1-OPRD1 ag: -0.5; HTR5A ag: 12; phage Ecoli inh: 4.2; Pemphigus Ab inh: 78; Mot1-301 SUMO: -6; PKA-R1A activ: -2; OPRM1-OPRD1 inv: 3; PfHsp90 yeast 2: -6; AddAB inh: 1.1; HTR5A inv ag: -34

Results for Cc1ccc(-c2[nH]nc(N)c2N=Nc2ccccc2C)cc1 ?
Ecoli viability: 0.4; OPRM1-OPRD1 ag: 1.8; HTR5A ag: 1; phage Ecoli inh: 2.2; Pemphigus Ab inh: 103; Mot1-301 SUMO: 47; PKA-R1A activ: -1; OPRM1-OPRD1 inv: -11; PfHsp90 yeast 2: -6; AddAB inh: 2.4; HTR5A inv ag: -18

Results for O=C(CN1CCN(c2ccc(Cl)cc2)CC1)NCc1cccs1 ?
Ecoli viability: 0.7; OPRM1-OPRD1 ag: 1.5; HTR5A ag: 0; phage Ecoli inh: 3.0; Pemphigus Ab inh: 86; Mot1-301 SUMO: -20; PKA-R1A activ: -7; OPRM1-OPRD1 inv: -11; AddAB inh: 0.0; HTR5A inv ag: 1

What do the screens show for `O=C(CN1C(=O)c2ccccc2C1=O)Nc1ccc2c(c1)OCO2`?
Ecoli viability: -1.3; OPRM1-OPRD1 ag: 0.6; HTR5A ag: 3; phage Ecoli inh: 3.5; Pemphigus Ab inh: 99; Mot1-301 SUMO: -16; PKA-R1A activ: -1; OPRM1-OPRD1 inv: -3; PfHsp90 yeast 2: -7; AddAB inh: 1.8; HTR5A inv ag: -5

What do the screens show for `Cn1cnc2c1c(=O)n(Cc1cccc(Cl)c1)c(=O)n2C`?
Ecoli viability: 0.1; OPRM1-OPRD1 ag: -1.6; HTR5A ag: -2; phage Ecoli inh: 2.5; Pemphigus Ab inh: 100; Mot1-301 SUMO: 195; PKA-R1A activ: -3; OPRM1-OPRD1 inv: 7; PfHsp90 yeast 2: 21; AddAB inh: 0.5; HTR5A inv ag: 6

What do the screens show for `Cc1cc(Cl)ccc1C(=O)C1CCCN(C(=O)CCn2cncn2)C1` (stereo not given)?
Ecoli viability: -0.8; OPRM1-OPRD1 ag: -3.4; HTR5A ag: -3; phage Ecoli inh: 2.3; Pemphigus Ab inh: 102; Mot1-301 SUMO: -19; PKA-R1A activ: -8; OPRM1-OPRD1 inv: 18; PfHsp90 yeast 2: 11; AddAB inh: -0.8; HTR5A inv ag: 10

Results for COc1ccccc1CNC(=O)[C@H](C)NC(=O)C1CCN(C(=O)[C@@H](N)CC(C)C)CC1 ?
Ecoli viability: 0.5; OPRM1-OPRD1 ag: 0.6; HTR5A ag: 1; phage Ecoli inh: 1.9; Pemphigus Ab inh: 103; Mot1-301 SUMO: 618*; PKA-R1A activ: 0; OPRM1-OPRD1 inv: -3; PfHsp90 yeast 2: -5; AddAB inh: 4.4; HTR5A inv ag: 2

Results for O=C(/C=C/c1ccccc1Cl)NC1CCCCC1 ?
Ecoli viability: 1.9; OPRM1-OPRD1 ag: -2.0; HTR5A ag: 3; phage Ecoli inh: 3.7; Pemphigus Ab inh: 117; Mot1-301 SUMO: -4; PKA-R1A activ: 5; OPRM1-OPRD1 inv: 10; PfHsp90 yeast 2: -19; AddAB inh: 3.6; HTR5A inv ag: -10

What do the screens show for `C[C@H](CO)N1C[C@H](C)[C@@H](CN(C)C(=O)Nc2ccccc2)Oc2c(NC(=O)Cc3ccccc3)cccc2C1=O`?
Ecoli viability: 1.8; OPRM1-OPRD1 ag: -2.5; HTR5A ag: 7; phage Ecoli inh: -1.1; Pemphigus Ab inh: 106; Mot1-301 SUMO: 7; PKA-R1A activ: -7; OPRM1-OPRD1 inv: 14; PfHsp90 yeast 2: 14; AddAB inh: 1.1; HTR5A inv ag: 2

What do the screens show for `COCCSc1nnc(NC(=O)C2CC(=O)N(c3ccc(C)cc3)C2)s1` (stereo not given)?
Ecoli viability: -0.5; OPRM1-OPRD1 ag: 0.1; HTR5A ag: -2; phage Ecoli inh: 2.3; Pemphigus Ab inh: 102; Mot1-301 SUMO: -22; PKA-R1A activ: -18; OPRM1-OPRD1 inv: -1; PfHsp90 yeast 2: 6; AddAB inh: -1.9; HTR5A inv ag: -14

How did Cc1ccc2nc(N(CCN(C)C)C(=O)/C=C/c3cccs3)sc2c1 do in these assays?
Ecoli viability: -2.1; OPRM1-OPRD1 ag: 8.7; HTR5A ag: 1; phage Ecoli inh: 4.7; Pemphigus Ab inh: 85; Mot1-301 SUMO: -10; PKA-R1A activ: 0; OPRM1-OPRD1 inv: -59; PfHsp90 yeast 2: 24; AddAB inh: 0.0; HTR5A inv ag: -9

Results for COc1cccc(CCNC(=O)c2ccc(C#N)cc2)c1 ?
Ecoli viability: 0.5; OPRM1-OPRD1 ag: -0.5; HTR5A ag: 0; phage Ecoli inh: 3.1; Pemphigus Ab inh: 96; Mot1-301 SUMO: -4; PKA-R1A activ: 2; OPRM1-OPRD1 inv: 4; PfHsp90 yeast 2: 12; AddAB inh: -0.8; HTR5A inv ag: -1

What do the screens show for `Cc1nnn(C23CC4CC(CC(CC(=O)Nc5cccc(F)c5)(C4)C2)C3)n1`?
Ecoli viability: -0.1; OPRM1-OPRD1 ag: 0.5; HTR5A ag: 2; phage Ecoli inh: 1.1; Pemphigus Ab inh: 96; Mot1-301 SUMO: 97; PKA-R1A activ: -6; OPRM1-OPRD1 inv: -2; PfHsp90 yeast 2: 11; AddAB inh: 1.6; HTR5A inv ag: -7

How did CCC(CC)COC(=O)C(C#N)c1nc2ccccc2nc1N1CCOCC1 (stereo not given) do in these assays?
Ecoli viability: 0.7; OPRM1-OPRD1 ag: 2.5; HTR5A ag: -3; phage Ecoli inh: 1.2; Pemphigus Ab inh: 101; Mot1-301 SUMO: -24; PKA-R1A activ: 3; OPRM1-OPRD1 inv: -11; AddAB inh: 0.3; HTR5A inv ag: 20

Results for Cc1cc(NC(=O)C(C)SCC(=O)Nc2ccc(Br)cc2Br)no1 (stereo not given) ?
Ecoli viability: 0.2; OPRM1-OPRD1 ag: 1.5; HTR5A ag: -5; phage Ecoli inh: 3.8; Pemphigus Ab inh: 104; Mot1-301 SUMO: 7; PKA-R1A activ: -6; OPRM1-OPRD1 inv: -10; PfHsp90 yeast 2: 1; AddAB inh: -1.0; HTR5A inv ag: 0

How did Cc1c(NC(=O)c2cc(-c3ccco3)on2)c(=O)n(-c2ccccc2)n1C do in these assays?
Ecoli viability: -0.8; OPRM1-OPRD1 ag: -0.5; HTR5A ag: -1; phage Ecoli inh: 2.8; Pemphigus Ab inh: 102; Mot1-301 SUMO: -8; PKA-R1A activ: -2; OPRM1-OPRD1 inv: 3; PfHsp90 yeast 2: -9; AddAB inh: -0.6; HTR5A inv ag: -14

How did CCC(CC)c1nnc(NC(=O)c2ccco2)s1 do in these assays?
Ecoli viability: 0.3; OPRM1-OPRD1 ag: -1.3; HTR5A ag: 6; phage Ecoli inh: 5.2; Pemphigus Ab inh: 91; Mot1-301 SUMO: -13; PKA-R1A activ: 4; OPRM1-OPRD1 inv: 7; PfHsp90 yeast 2: 7; AddAB inh: 1.8; HTR5A inv ag: -21

What do the screens show for `CCOC(=O)c1ccc(NC(=O)Nc2ccccn2)cc1`?
Ecoli viability: -1.4; OPRM1-OPRD1 ag: 1.7; HTR5A ag: 11; phage Ecoli inh: 4.0; Pemphigus Ab inh: 98; Mot1-301 SUMO: -3; PKA-R1A activ: 2; OPRM1-OPRD1 inv: -13; PfHsp90 yeast 2: 9; AddAB inh: 0.4; HTR5A inv ag: -32

How did N#Cc1c(Nc2ccc(F)cc2)sc(C(=O)c2ccccc2)c1N do in these assays?
Ecoli viability: -0.8; OPRM1-OPRD1 ag: 0.5; HTR5A ag: -6; phage Ecoli inh: 2.2; Pemphigus Ab inh: 99; Mot1-301 SUMO: -19; PKA-R1A activ: -13; OPRM1-OPRD1 inv: -2; PfHsp90 yeast 2: 8; AddAB inh: 2.1; HTR5A inv ag: 8

How did CC1CCc2nc(NC(=O)CN3CCOCC3)sc2C1 (stereo not given) do in these assays?
Ecoli viability: -1.7; OPRM1-OPRD1 ag: -0.2; HTR5A ag: 4; phage Ecoli inh: -0.1; Mot1-301 SUMO: 279; PKA-R1A activ: -3; OPRM1-OPRD1 inv: 1; PfHsp90 yeast 2: -13; AddAB inh: 2.1; HTR5A inv ag: -10

How did COc1ccc(CNC(=O)C(c2ccncc2)N(C(=O)Cc2cccs2)c2ccccc2)cc1 (stereo not given) do in these assays?
OPRM1-OPRD1 ag: -1.0; HTR5A ag: 0; phage Ecoli inh: 2.3; Pemphigus Ab inh: 98; PKA-R1A activ: 9; OPRM1-OPRD1 inv: 5; PfHsp90 yeast 2: -15; HTR5A inv ag: -21

Results for CCOCCCNC(=O)c1ccc(N2CCCC2)c(NS(=O)(=O)c2ccc(C)cc2)c1 ?
Ecoli viability: 0.9; OPRM1-OPRD1 ag: -2.4; HTR5A ag: 5; phage Ecoli inh: 1.6; Pemphigus Ab inh: 99; Mot1-301 SUMO: -6; PKA-R1A activ: -2; OPRM1-OPRD1 inv: 12; PfHsp90 yeast 2: -12; AddAB inh: 3.2; HTR5A inv ag: 24

How did Cc1cc(=O)oc2cc(OCC(=O)Nc3cccc(S(=O)(=O)N(C)C)c3)ccc12 do in these assays?
Ecoli viability: 0.9; OPRM1-OPRD1 ag: -1.4; HTR5A ag: -1; phage Ecoli inh: 4.0; Pemphigus Ab inh: 84; Mot1-301 SUMO: -2; PKA-R1A activ: -14; OPRM1-OPRD1 inv: 7; PfHsp90 yeast 2: -32; AddAB inh: 2.2; HTR5A inv ag: -10

Results for CCN(CC)C(=O)C(=O)c1cccn1-c1cccc(Cl)c1C#N ?
Ecoli viability: 0.2; OPRM1-OPRD1 ag: -0.6; HTR5A ag: -1; phage Ecoli inh: 1.2; Pemphigus Ab inh: 106; Mot1-301 SUMO: -16; PKA-R1A activ: 1; OPRM1-OPRD1 inv: 3; PfHsp90 yeast 2: 2; AddAB inh: 0.8; HTR5A inv ag: -16

Results for COc1ccc(CC(C)CC(=O)Nc2ccc(OC)cc2)cc1 (stereo not given) ?
Ecoli viability: -0.3; OPRM1-OPRD1 ag: -1.0; HTR5A ag: -5; phage Ecoli inh: 3.4; Pemphigus Ab inh: 118; Mot1-301 SUMO: 42; PKA-R1A activ: -4; OPRM1-OPRD1 inv: 5; PfHsp90 yeast 2: -5; AddAB inh: -2.8; HTR5A inv ag: 19

Results for O=C(N/N=C/c1ccc(N2CCOCC2)s1)c1ccccc1Cl ?
Ecoli viability: 1.3; OPRM1-OPRD1 ag: -3.3; HTR5A ag: 1; phage Ecoli inh: 3.6; Pemphigus Ab inh: 104; Mot1-301 SUMO: 12; PKA-R1A activ: 7; OPRM1-OPRD1 inv: 16; PfHsp90 yeast 2: 11; AddAB inh: 0.7; HTR5A inv ag: -1

Screens: PubChem, several laboratories
